Assay outcomes (PubChem BioAssay)
STAT1 activator: STAT1 signaling activation | 200,000 tested, 2.6% active | activation (% of control), % at 5.5 µM | NIH 3T3 STAT1-luciferase reporter, IFN-gamma, luminescence; 100% = IFN-gamma alone, no compound | AID 932;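 active = activation above the screen-wide mean activation plus 3 SD, cut at about 130% in these data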;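 also: raw ratio to IFN-gamma control signal so 100% means no change and 0% no light; values of inactives mirror those of a sister screen read the other way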
STAT3 blocker: inhibitors of IL-6 induced STAT3 signaling. AID 862. U3A cells, IL-6 STAT3-luciferase reporter, luminescence; host cell line lacks STAT1. 190,000 tested, 0.89% active. inhibition, % at 5.5 µM;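 active = inhibition above the mean inhibition across all screened compounds plus 3 SD, cut at about 44% in these data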;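 also: 0% = DMSO only wells and 100% = 100 µM nifuroxazide control wells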
APP transl inh: APP translation inhibition. SH-SY5Y APP 5'UTR-luciferase reporter, luminescence. inhibition, % at 2 µM. 190,000 tested, 0.82% active;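 active = inhibition above a set limit, derived from the sample mean plus 3 SD, cut at about 45% in these data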; also: values of inactives mirror those of a sister screen read the other way
Hsp70 activator: Hsp70 transcriptional activation, primary screen; HeLa Hsp70 promoter luciferase reporter, luminescence; scaled: vehicle 0, proteasome-inhibitor control 100%; 200,000 tested, 0.04% active; activation, % at 10 µM;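 active = activation above the mean across all tested compounds plus 3 SD, cutoff set per campaign, cut at about 5.5% in these data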;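 also: 100% = MG132 at 30 µM as the positive control and 0% = DMSO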
APP 5'UTR act: activates APP 5'UTR luciferase reporter. AID 1276. SH-SY5Y APP 5'UTR luciferase reporter, luminescence; zero percent = DMSO vehicle wells. 190,000 tested, 1% active. activation, % at 2 µM;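 active = activation above a set limit, based on mean plus 3 SD of controls, cut at about 140% in these data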; also: values of inactives mirror those of a sister screen read the other way
NF-kB neuron act: raises NF-kB expression in human neuronal cells; NF-kB reporter expression; hits give high values; fold change at 12.5 µM; 190,000 tested, 1.6% active; in the data active = fold change above about 3.3
STAT1 blocker: STAT1 signaling inhibition; NIH 3T3 STAT1-luciferase reporter, IFN-gamma, luminescence; 200,000 tested, 0.35% active; inhibition, % at 5.5 µM; AID 920;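 active = inhibition above a set limit, the mean inhibition across all tested compounds plus 3 SD, cut at about 34% in these data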;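 also: 0% = IFN-gamma with DMSO and 100% = IFN-gamma with 300 µM nifuroxazide; values of inactives mirror those of a sister screen read the other way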
RAM network inh: yeast RAM network inhibition; 190,000 tested, 1.8% active; S. cerevisiae dse1pr::URA3 reporter, 5-FOA growth OD615, 2 d; analog-sensitive cbk1-as2 kinase mutant strain; inhibition, % at 50 µM; AID 868;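 active = inhibition above a set limit, 3 SD over mean compound inhibition, cut at about 8.4% in these data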;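 also: 0% = DMSO-only wells with no growth and 100% = 10 µM 1-NA-PP1 full growth; inhibition rescues growth on 5-FOA so higher OD means more RAM inhibition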
FLuc inh counter: Photinus pyralis luciferase inhibition counter-screen; AID 1006; ATPLite firefly luciferase biochemical luminescence, 10 min; inhibition, % at 10 µM; 200,000 tested, 1.5% active;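 active = inhibition above about 50% when tested at 10 µM, limit read from the data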
Target sequence (P08659 whole entry, looked up): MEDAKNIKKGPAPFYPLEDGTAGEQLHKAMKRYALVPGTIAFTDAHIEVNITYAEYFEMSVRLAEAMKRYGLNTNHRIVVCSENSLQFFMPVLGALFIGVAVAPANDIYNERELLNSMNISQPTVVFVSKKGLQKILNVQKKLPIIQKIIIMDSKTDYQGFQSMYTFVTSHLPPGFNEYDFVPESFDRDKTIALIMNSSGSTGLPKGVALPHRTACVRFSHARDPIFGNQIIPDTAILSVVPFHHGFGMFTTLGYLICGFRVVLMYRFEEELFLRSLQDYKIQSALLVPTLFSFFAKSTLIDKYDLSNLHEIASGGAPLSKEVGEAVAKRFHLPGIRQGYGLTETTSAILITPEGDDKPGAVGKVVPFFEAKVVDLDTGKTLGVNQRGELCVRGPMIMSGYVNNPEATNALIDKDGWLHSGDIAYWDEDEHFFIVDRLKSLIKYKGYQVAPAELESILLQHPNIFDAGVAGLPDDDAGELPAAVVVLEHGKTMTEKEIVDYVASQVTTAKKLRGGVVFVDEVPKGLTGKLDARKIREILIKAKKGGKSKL
STAT3 activator: increases IL-6 driven STAT3 reporter signal | U3A cells, IL-6 STAT3-luciferase reporter, luminescence; 100% = signal with IL-6 EC80 alone | activation (% of control), % at 5.6 µM | 190,000 tested, 0.91% active | AID 871;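 active = activation above the screen-wide mean of compound activation plus 3 SD, cut at about 130% in these data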;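 also: 0% = background luminescence of wells with medium and substrate only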
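system = STAT3-luciferase reporter U3A cells | reagent = IL-6 stimulus at 33 ng/mL final | timing = 1 h compound pre-exposure, 6 h IL-6 stimulation, 37 °C | measured by = luminescence | evaluation = % activation versus median of IL-6-stimulated wells | control set = IL-6-only wells as 100% reference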
Active calls of the source: *; x = not tested or not shown.

Fields: STAT1 activator | STAT3 blocker | APP 5'UTR act | FLuc inh counter | RAM network inh | NF-kB neuron act | APP transl inh | STAT1 blocker | STAT3 activator | Hsp70 activator
O=c1c2ccccc2c(C=NCc2ccccn2)c(O)n1-c1ccccc1Cl
 : 89 | 17 | -16 | 0 | 2.6 | 0.86 | 16 | 11 | 87 | -0.1
c1ccc(C(c2ccccc2)N2CCN(Cc3nnnn3C3CCCCC3)CC2)cc1
 : 100 | 0 | 21 | -7 | 0.4 | x | -21 | 1 | 103 | 0.2
Cc1cccc(CSc2nnc(-c3cccs3)n2Cc2ccco2)c1
 : 99 | -2 | -2 | -5 | 1.1 | 1 | 2 | 2 | 105 | 0.7
CCNC(=S)N/N=C/c1cccs1
 : 95 | 3 | 2 | 6 | -1.1 | 0.8 | -2 | 6 | 101 | 0.4
COC(=O)c1ccc2c(c1)NC(=O)CS2
 : 101 | 10 | -4 | -6 | 1.1 | 1.1 | 4 | -2 | 97 | -0.5
COc1ccc(C(C(C(=O)c2ccco2)N2CCOCC2)N2CCOCC2)cc1 (configuration not stated)
 : 104 | 0 | -5 | 13 | 0.7 | 1.6 | 5 | -4 | 103 | -0.1
COc1ccc(NC(=O)C(CC(=O)O)Cc2ccc(C)cc2)cc1 (configuration not stated)
 : 99 | 3 | -6 | -5 | -0.7 | 1.1 | 6 | -1 | 100 | -0.6
O=C(CN1CCCC1)Nc1nnc(-c2cccs2)s1
 : 110 | 4 | -5 | 0 | 1.5 | 1.6 | 4 | -11 | 100 | -0.3
O.O.O.O=S(=O)([O-])OC[C@H]1O[C@@H](O[C@]2(COS(=O)(=O)[O-])O[C@H](OS(=O)(=O)[O-])[C@@H](OS(=O)(=O)[O-])[C@@H]2OS(=O)(=O)[O-])[C@H](OS(=O)(=O)[O-])[C@@H](OS(=O)(=O)[O-])[C@@H]1OS(=O)(=O)[O-].[Al]
 : 94 | 0 | 2 | -5 | 0.1 | 1.1 | -2 | 6 | 102 | -0.5
O=C(O)c1ccc(NC(=O)c2cn(-c3ccccc3)nc2-c2ccc(Cl)cc2)cc1
 : 122 | -4 | 9 | 2 | 6.6 | 1.1 | -8 | -24 | 105 | -0.4
CCOc1cc(NC(=O)c2ccccn2)c(OCC)cc1NC(=O)c1ccc(C)cc1
 : 100 | 8 | -9 | 0 | 12* | 1.4 | 9 | 0 | 98 | -0.4
O=C(CC1Nc2ccccc2NC1=O)NCCc1ccccc1 (configuration not stated)
 : 109 | 2 | 0 | -3 | -1.0 | 1.1 | 0 | -9 | 102 | -0.3
CCOC(=O)N1CCC(NC(=O)c2cc(C(=O)Nc3ccc(S(=O)(=O)N4CCCCC4)cc3)ccc2CO)CC1
 : 91 | 10 | 7 | -1 | 4.4 | 1.2 | -7 | 9 | 95 | -0.3
CCCCN(CCCC)C(=O)CCS(=O)(=O)c1ccc2c(c1)n(C)c(=O)c(=O)n2C
 : 85 | -14 | -17 | -2 | -0.3 | 0.9 | 17 | 16 | 113 | -0.1
COc1ccc(-n2c(SCC#N)nnc2-c2cccnc2)cc1
 : 103 | 11 | 14 | -7 | 4.4 | 1 | -14 | -4 | 92 | -0.3
CCOC(=O)c1ccc(NC(=O)CSc2nnc(C3CC3)n2CC)cc1
 : 100 | 11 | 11 | -2 | 0.4 | 1.1 | -11 | 0 | 92 | -0.5
NC(=O)COc1ccc(NC(=O)c2ccccc2-c2ccccc2)cc1
 : 105 | 7 | -19 | -6 | 0.6 | 1.4 | 19 | -7 | 98 | -0.3
O=C(O)c1cccc(NC(=O)c2ccc(Cl)c(S(=O)(=O)N3CCCCCC3)c2)c1
 : 63 | 53* | 98 | 65* | 9.7* | 1.9 | -98 | 39* | 57 | -0.1
Cc1ccc(/C(N)=N/OC(=O)CSc2ccccc2)cc1
 : 130* | 7 | 180* | 11 | -0.1 | 3.1 | -180 | -34 | 100 | 0.0
CCOC(=O)c1sc(-c2ccccc2)cc1N
 : 132* | -3 | 86 | 8 | 0.5 | 2.5 | -86 | -47 | 105 | 0.3
COC(=O)c1c(NC(=O)c2cccnc2)sc(C(=O)N(C)C)c1C
 : 106 | -6 | 6 | -4 | 1.1 | 1.1 | -6 | -7 | 108 | -0.3
COc1ccc(C(c2nnnn2CC2CCCO2)N2CCN(c3cccc(C)c3C)CC2)cc1 (configuration not stated)
 : 101 | 13 | 15 | -4 | 1.2 | 0.77 | -15 | -1 | 97 | -0.4
COc1ccc(-c2cc(C(=O)NN)[nH]n2)cc1OC
 : 96 | -6 | -73 | 0 | 1.4 | 1 | 73* | 4 | 112 | 0.0
CC1(C)CC(=O)/C(=C(\O)CCCN2C(=O)c3ccccc3C2=O)C(=NCCO)C1
 : 100 | 0 | 5 | -4 | -0.6 | 0.99 | -5 | -1 | 104 | -0.5
COc1ccc(NC(=O)CCNS(=O)(=O)c2ccc3c(c2)c(=O)n(C)c(=O)n3C)cc1
 : 96 | -4 | 23 | 2 | 2.7 | 1.7 | -23 | 4 | 108 | -0.1
COc1cccc(N2CC(C(=O)Nc3ccc(C(=O)OC(C)C)cc3)CC2=O)c1 (configuration not stated)
 : 104 | 1 | 8 | 3 | 7.9 | 0.87 | -8 | -5 | 103 | -0.2
COCCn1c(SCC(=O)Nc2ccccc2C)nc2c(oc3ccccc32)c1=O
 : 103 | -3 | -7 | -7 | 2.5 | 0.93 | 7 | -4 | 101 | -0.3
O=C(Cc1c[nH]c2ccccc12)Nc1ccccc1N1CCOCC1
 : 90 | -23 | -9 | -6 | 1.8 | 1 | 9 | 11 | 126 | -0.3
CCOC(=O)Nc1cc(C(=O)OC)cc(C(=O)OC)c1
 : 103 | 11 | -18 | -5 | 2.3 | 0.88 | 18 | -4 | 92 | -0.1
CN(C)c1ccc(/C=N/N=C2/NC(=O)/C(=C/c3ccc([N+](=O)[O-])cc3)S2)cc1
 : 69 | 41 | 6 | 89* | 2.0 | 0.8 | -6 | 35* | 73 | -0.3
O=C(OCC(=O)N1N=C(c2ccc(Cl)cc2)CC1c1ccco1)c1ccco1 (configuration not stated)
 : 108 | -8 | -15 | -5 | 2.7 | 0.71 | 15 | -8 | 106 | -0.2
Cc1ccc(NC(=O)C2(c3ccccc3)CCCC2)nc1
 : 100 | 11 | 11 | x | x | x | -11 | 0 | 93 | -0.4
O=c1cc(CSc2nnc(-c3ccccc3)o2)c2ccccc2[nH]1
 : 96 | 8 | 1 | -3 | 4.8 | 1.2 | -1 | 5 | 97 | -0.1
CCn1c2ccccc2c2cc(NC(=O)c3ccc([N+](=O)[O-])cc3)ccc21
 : 101 | 22 | -6 | -2 | 2.9 | 1.1 | 6 | -1 | 88 | -0.1
Cc1onc(-c2ccccc2Cl)c1C(=O)N/N=C(\N)COc1ccc(Cl)cc1
 : 97 | 1 | 4 | -9 | 2.6 | 0.76 | -4 | 3 | 108 | -0.3
C=CCn1c(C(C)NC(=O)c2ccc(C)cc2)n[nH]c1=S (configuration not stated)
 : 101 | -6 | -9 | 1 | 1.7 | 1.2 | 9 | 1 | 103 | -0.5
CC(C)C(=O)Nc1nnc(SCC(=O)NCc2ccco2)s1
 : 103 | -9 | -24 | -5 | 0.4 | 1.6 | 24 | -4 | 111 | -0.4
CC(=O)c1cc(OC(=O)c2ccncc2)ccc1OC(=O)c1ccncc1
 : 103 | -2 | 5 | -7 | 0.3 | 1.4 | -5 | -4 | 102 | -0.4
COCc1cc(CN2CCCC(CNC(=O)c3ccc(F)cc3)C2)ccc1OC (configuration not stated)
 : 97 | 0 | 3 | -4 | 0.8 | 1.2 | -3 | 2 | 104 | -0.3
COc1ccc(NC(=O)COC(=O)CNS(=O)(=O)c2ccc(F)c(F)c2F)cc1OC
 : 95 | 2 | 4 | -8 | 1.1 | 1.2 | -4 | 5 | 100 | -0.3
CC(C)(C)NC(=O)Cc1ccc(Cl)c(Cl)c1
 : 102 | -4 | 14 | -6 | 0.0 | 1.2 | -14 | -2 | 103 | -0.3
S=C(NC1CCCC1)N1CCN(c2ccc(Cl)cc2)CC1
 : 92 | 17 | 2 | -4 | -0.8 | 0.91 | -2 | 7 | 92 | 0.0
Cc1ccc(-c2nn(CC(=O)NCc3ccccn3)c(=O)c3ccccc23)cc1S(=O)(=O)N(C)C
 : 97 | 3 | 3 | -8 | 0.0 | 0.82 | -3 | 3 | 102 | -0.1
Cc1ccccc1Oc1nnc(-c2cccs2)c2ccccc12
 : 106 | 6 | -3 | -4 | 4.3 | 0.96 | 3 | -6 | 99 | 0.0
O=C(Cn1cccc1C(=O)c1ccccc1)NCc1cccc(Cl)c1
 : 104 | 6 | 28 | -3 | 1.2 | 1.6 | -28 | -6 | 96 | 0.1
C[N+]1(CC(O)COCC2COc3ccccc3O2)CCOCC1 (configuration not stated)
 : 98 | 1 | 11 | -3 | 0.0 | 1.1 | -11 | 2 | 99 | -0.1
COC(=O)CN(c1nc(C)cc(OC)n1)S(=O)(=O)c1ccc(C)cc1
 : 101 | 11 | 1 | -9 | -0.2 | 0.92 | -1 | 1 | 94 | -0.1
CN(CC(=O)Nc1ccccc1Sc1ccccc1)C1CCCCC1
 : 94 | -3 | 1 | -3 | 0.6 | 1 | -1 | 4 | 111 | -0.1
COc1ccc(NC(=O)C(c2ccc(C)cc2)N(C)C(=O)CNC(C)=O)cc1 (configuration not stated)
 : 100 | 7 | 1 | -9 | 0.9 | 1.1 | -1 | 0 | 99 | -0.3
O=C(c1cc2ccccc2c(=O)o1)N1CCCC1
 : 105 | 6 | 4 | -9 | 1.9 | 1.2 | -4 | -5 | 96 | -0.1
CC1CCN(CC(O)COc2cccc(F)c2)CC1 (configuration not stated)
 : 96 | 9 | x | -5 | 1.6 | 0.92 | x | 4 | 100 | -0.2
CC(C)(O)C#Cc1ccc(C(=O)NCc2ccccc2F)cc1
 : 91 | -4 | -10 | -3 | -0.1 | 1.4 | 10 | 11 | 101 | 0.0
O=C(CSc1nnc(-c2ccncc2)o1)Oc1ccccc1
 : 100 | 7 | 9 | -11 | 0.7 | 1.5 | -9 | 0 | 97 | -0.2
CC(=O)c1c(C)oc2ccc(NS(=O)(=O)c3ccc(O)c(C(=O)O)c3)cc12
 : 101 | -8 | 1 | 0 | 1.1 | 1.6 | -1 | -1 | 111 | -0.1
COC(=O)CSC1=C(C#N)C(c2ccc3c(c2)OCO3)C2=C(CCCC2=O)N1 (configuration not stated)
 : 96 | 11 | 12 | -4 | 1.0 | 1.2 | -12 | 4 | 95 | -0.1
COc1ccccc1C(=O)Nc1ccc(N2CCN(C(C)=O)CC2)cc1
 : 106 | 25 | -17 | 1 | 1.4 | 1.1 | 17 | -8 | 83 | -0.4
O=C(CN1C(=O)COCC1=O)N1CCOCC1
 : 95 | -1 | 11 | -6 | 0.6 | 0.88 | -11 | 6 | 100 | 0.1
